Assay outcomes (PubChem)
TDP1 cell CPT = qHTS for Inhibitors of human tyrosyl-DNA phosphodiesterase 1 (TDP1): qHTS in cells in presence of CPT | AID 686979, 2013 | hit rate 12% among 420,000 | Potency, µM (top dose mostly 46.2 µM), inactives show at the top dose activity change, negative = growth inhibition, actives largely listed as inhibitors | chicken DT40 Tdp1-/-;hTDP1 cells + 20 nM CPT, ATP luminescence, 48 h; further: nearly all actives have a fitted effect of over 55% in size
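Chicken DT40 Tdp1-/- cells stably complemented with human TDP1 were seeded at 400 cells/well in medium containing 20 nM camptothecin, exposed to pin-transferred compounds, and grown at 37 °C for at least 48 hr. Viability was read as ATP luminescence.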
TDP1 block = qHTS Assay for Inhibitors of Tyrosyl-DNA Phosphodiesterase (TDP1); Tyrosyl-DNA phosphodiesterase 1 (Homo sapiens), Q9NUW8; recombinant TDP1, AlphaScreen DNA substrate cleavage; Potency, µM (series often up to 130 µM), for the others: at the top dose activity change, negative = inhibition, usual class: inhibitors; hit rate 0.28% among 350,000; further: nearly all actives have a fitted effect of over 40% in size
Target sequence (Q9NUW8 whole entry, looked up): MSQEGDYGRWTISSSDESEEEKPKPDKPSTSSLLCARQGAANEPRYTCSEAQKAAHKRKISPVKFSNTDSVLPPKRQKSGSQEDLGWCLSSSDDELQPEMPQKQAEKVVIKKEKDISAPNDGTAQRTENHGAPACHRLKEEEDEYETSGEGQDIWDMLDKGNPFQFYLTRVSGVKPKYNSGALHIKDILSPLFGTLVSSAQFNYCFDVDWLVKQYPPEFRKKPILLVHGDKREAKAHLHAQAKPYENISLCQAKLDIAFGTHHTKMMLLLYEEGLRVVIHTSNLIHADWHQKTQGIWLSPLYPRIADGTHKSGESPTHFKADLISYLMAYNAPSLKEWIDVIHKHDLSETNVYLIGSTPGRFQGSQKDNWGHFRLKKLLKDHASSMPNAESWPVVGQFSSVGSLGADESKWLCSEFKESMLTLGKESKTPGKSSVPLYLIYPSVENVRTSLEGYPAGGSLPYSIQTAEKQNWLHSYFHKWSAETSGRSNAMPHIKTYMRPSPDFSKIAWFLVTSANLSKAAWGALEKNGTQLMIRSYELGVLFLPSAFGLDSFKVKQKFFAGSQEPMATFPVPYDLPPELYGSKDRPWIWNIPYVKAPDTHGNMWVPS
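Recombinant E. coli-expressed Tdp1 (1 nM) preincubated with compound 15 min at RT, then 5'-biotin/3'-phosphotyrosine-FITC DNA substrate (15 nM) added for 5 min. AlphaScreen beads (10 ug/ml) added, 10 min RT; tyrosine-FITC cleavage read as signal loss.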
DT40 TDP1 no CPT = qHTS for Inhibitors of human tyrosyl-DNA phosphodiesterase 1 (TDP1): qHTS in cells in absence of CPT; DT40 Tdp1-/- hTDP1 cells, no CPT, ATP luminescence, 48 h; Potency, µM (highest dose often 46.2 µM), inactives show top-dose activity change, negative = growth inhibition, actives largely listed as inhibitors; hit rate 15% among 420,000; AID 686978, 2013; further: nearly all actives have a fitted effect of over 55% in size
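Camptothecin absent (DMSO only). Human TDP1-complemented DT40 knockout cells, 400 cells/well, 37 °C for minimum 48 hr; ATP measured via CellTiter-Glo, 30 min dark incubation, luminescence.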
* = called active by the depositor; u = inconclusive; x = not tested or not shown; & = joins results of further samples; [ ] = another dose, or the depositor's remark. The call rests on the fitted dose curve; in most records, active means well fitted curve in the direction sought with a large enough effect; inconclusive means small, poorly fitted or top-dose-only effect, or another doubt; inactive means no such curve, though single readings can be large; an effect the other way counts as inactive or inconclusive. On the % scale 0 is the no-effect control and ±100 the full control effect; potency means the concentration at half of the fitted maximal effect. This is a random part of the collection, and some 18% of all compounds hit somewhere here.

SMILES	TDP1 cell CPT	TDP1 block	DT40 TDP1 no CPT
O=C(Nc1ccccc1N1CCCC1)c1ccc(N2CCCC2=O)cc1	u	0.8%	-23.6%
COc1ccc(-n2c(C)nc3c(cnn3-c3ccc(C)c(C)c3)c2=O)cc1	23.1µM*	6.1%	14.6µM*
Cc1c(S(=O)(=O)Nc2ccc(Oc3ccccc3)cc2)c(=O)n(C)c(=O)n1C	-0.7%	2.6%	-4.8%
COc1ccc(CCNc2nc(-c3ccc(F)cc3)cc(C(F)(F)F)n2)cc1OC	u	0.0%	u
O=C(COC(=O)c1cc(=O)[nH]c2ccccc12)NCc1ccc(F)cc1	-3.6%	-0.3%	9.8%
Cc1c(C(=O)N2CCC(C)CC2)cccc1[N+](=O)[O-]	-21.1%	1.2%	-14.5%
CN1CCN(c2nc3c(c(=O)n(C)c(=O)n3C)n2CC(N)=O)CC1	-11.3%	5.9%	-10.2%
Cc1ccc(-c2cc(C(=O)NN)n[nH]2)o1	-2.7%	5.7%	-13.0%
O=C(OCc1cc([N+](=O)[O-])cc2c1OCOC2)c1ccc2ccccc2n1	20.2%	-0.6%	-17.1%
CN(CCc1ccccn1)C(=O)Nc1ccc(F)cc1	-3.9%	4.0%	-33.2%
COc1ccccc1NC(=O)CN1C(=O)NC(C)(C)C1=O	-10.9%	4.3%	-15.4%
Cc1cccc(CN2CCN(CC(=O)NCc3ccc(F)cc3)C2=O)c1	-9.6%	x	-17.0%
CC(=O)Nc1ccc(C(=O)OCc2ccc(Cl)c(Cl)c2)cc1	-28.5%	1.2%	-10.3%
NCCC(O)C(=O)NC1C[C@@H](N)[C@H](O[C@@H]2OC(CN)C(O)C(O)C2O)C(O)[C@H]1O[C@H]1OC(CO)C(O)C(N)C1O (stereo not given in full)	-7.5%	6.2%[56.1 µM]	-8.9%
CCOC(=O)C1=C(NC(=S)NC(=O)c2ccccc2)c2ccccc2CC1(C)C	-8.3%	2.9%	-29.0%
COc1ccc(N(C(=O)CS(=O)CC(=O)Nc2ccc(F)cc2)C(C(=O)NC2CCCCC2)c2cccs2)cc1 (stereo not given)	u	0.0%	u
Cc1ccc(Nc2sc(C(=O)c3ccccc3)c(N)c2C(N)=O)cc1	u	5.4%	u
Cn1c(CCN2CCCCC2)nc2cc(NC(=O)COc3ccc([N+](=O)[O-])cc3)ccc21	-29.0%	2.5%	18.4µM*
COc1ccc(C(O)c2ncc(-c3ccccc3OC)[nH]2)cc1F (stereo not given)	-1.1%	x	-25.7%
COc1ccc(CCN2CC(O)=C(c3nc(C)cs3)C2=N)cc1OC	-1.3%	2.1%	-13.3%
O=C(O)/C=C/c1ccc2c(c1)S(=O)(=O)N(C1CCCC1)[C@H]2CC(=O)O	-16.9%	x	-3.3%
c1ccc(CCNCCCOc2cccc3ccccc23)cc1	-24.8%	x	u
CCc1ccc(CCC(=O)Nc2ccc(OC)cc2)o1	-14.0%	6.5%[56.1 µM]	-25.2%
Cn1c(Cc2ccccc2)nnc1SCC(=O)c1cccs1	-1.6%	3.6%	-2.2%
Cc1ccc(N2CCN(C(=O)CCc3c(C)nc4ncnn4c3C)CC2)c(C)c1	u	-4.6%	u
COc1ccc(NC(=O)COC(=O)C2CCC2)cc1Cl	5.9%	2.0%	15.3%
Cc1cccc(N(CC(=O)NC2CCCCC2)C(=O)CCCC(=O)Nc2ccccn2)c1	-11.3%	-2.5%	-28.4%
CCCCN(C(=O)c1ccc(-c2ccc([N+](=O)[O-])cc2)o1)c1c(N)n(CCCC)c(=O)[nH]c1=O	u	-6.9%	16.4µM*
CC12CCC(C(=O)N(CCC#N)CCC#N)(CC1=O)C2(C)C (stereo not given)	-21.1%	11.6%	-4.0%
O=C(CSc1ccc(-c2cccnc2)nn1)Nc1ccc(F)cc1	-21.6%	4.5%	-5.6%
O=C(OC1CCOC1=O)c1ccc2ncsc2c1 (stereo not given)	-5.2%	-11.1%[56.1 µM]	-1.5%
Cc1ccc(C(=O)N2CCN=C2SCc2ccc([N+](=O)[O-])cc2)cc1C	u	6.0%	u
O=C(c1ccc(Cl)c(S(=O)(=O)Nc2ccccc2C(=O)N2CCc3ccccc3C2)c1)N1CCc2ccccc2C1	u	0.0%	u
COc1ccc(/C=C/C(=O)NCCOc2ccccc2OC)cc1	-20.5%	1.2%	u
CCOC(=O)c1cc(-c2ccc(Cl)s2)[nH]n1	-15.6%	4.7%	-14.6%
COc1ccc(-n2nc(C(=O)N3CCN(c4cccc(C(F)(F)F)c4)CC3)c3c4ccccc4n(C)c3c2=O)cc1Cl	-7.5%	-4.7%	-12.2%
CCN1CCN(c2ccc(S(=O)(=O)N3CCCCC3)cc2N)CC1	-17.0%	2.7%	20.7%
COc1ccc(N2CC(C)(C)[C@H](CC(=O)Nc3ccccc3)C2=O)cc1	-0.1%	x	8.0%
COc1cc2c(cc1/C=C/C(=O)O)OC(C)C2 (stereo not given)	-0.9%	2.5%	6.7%
Cc1ccc(S(=O)(=O)N2CCN(c3nc(-c4cscn4)nc4ccccc34)CC2)cc1	u	1.9%	u
CC(=O)Nc1ccc(S(=O)(=O)Nc2nc3ccccc3nc2Nc2ccc(C(=O)O)c(O)c2)cc1	18.5%	x	0.9%
Brc1ccc(-c2nnc(-c3ccccc3)o2)o1	-11.7%	0.0%	-10.6%
CCOc1ccc(-c2nnc3ccc(SCC(=O)N4CCCCC4)nn23)cc1	-6.8%	3.1%	-25.8%
CCNc1nc2cccnc2s1	-18.3%	x	-5.2%
O=[N+]([O-])c1ccc(NCc2ccc3c(c2)OCO3)cc1	-1.6%	5.0%	u
Cc1nc2ccccc2c(=O)n1NC(=O)c1ccc(C(C)(C)C)cc1	-9.2%	x	u
COc1ccccc1N(C)S(=O)(=O)c1ccc(C(=O)N(C)Cc2cccc(F)c2)cc1	16.4µM*	x	16.4µM*
O=C(NCC(c1cccnc1)N1CCc2ccccc2C1)C(=O)Nc1ccccc1 (stereo not given)	20.6µM*	7.8%	u
O=C(CCC1CCCCC1)Nc1ccccc1-c1ccccc1	-2.8%	x	-17.8%
O=C1NC(c2cccs2)Nc2sc3c(c21)CCCC3 (stereo not given)	4.11µM*	-13.7%	3.26µM*
NC(=O)C1CCCN1 (stereo not given)	7.7%	0.6%	-8.6%
O=S(=O)(Cc1ccc(Cl)cc1)CC(O)COCc1ccccc1 (stereo not given)	-24.1%	2.0%	-6.7%
CCCCCCCCCCCCC(NC(C)=O)(C(=O)OCC)C(=O)OCC	u	-1.3%	20.6µM*
CC(C)CC(=O)Nc1ncc([N+](=O)[O-])s1	-18.8%	x	u
Cc1nc2ncnn2c(N2CCC(C(=O)NCC3CCCO3)CC2)c1Cc1ccccc1 (stereo not given)	-17.3%	x	-16.2%
CCOC(=O)c1c(NC(=O)c2cc(C(C)C)on2)sc(C(C)=O)c1C	u	-5.5%&2.0%	u
CCO[C@@H]1OC(C(=O)O)=C[C@H](C2CC2)[C@H]1CCCO	2.8%	3.8%	-2.6%
CCOC(=O)C1=C(COC(=O)/C=C/c2cccc(F)c2)NC(=O)NC1C (stereo not given)	15.2%	-5.5%	14.5%
COc1cc(C(=O)OC(C)CN2CCN(C)CC2)cc(OC)c1OC (stereo not given)	-9.8%	3.2%	-0.5%
COc1ccc(C(=O)NCC(=O)OCC(=O)N(C)c2ccccc2)cc1	8.4%	x	-1.1%

Laid out differently: results already given
CCO[C@@H]1OC(C(=O)O)=C[C@H](C2CC2)[C@H]1CCCO
  TDP1 cell CPT: 2.8%; TDP1 block: 3.8%; DT40 TDP1 no CPT: -2.6%
CCOC(=O)C1=C(COC(=O)/C=C/c2cccc(F)c2)NC(=O)NC1C (stereo not given)
  TDP1 cell CPT: 15.2%; TDP1 block: -5.5%; DT40 TDP1 no CPT: 14.5%
COc1cc(C(=O)OC(C)CN2CCN(C)CC2)cc(OC)c1OC (stereo not given)
  TDP1 cell CPT: -9.8%; TDP1 block: 3.2%; DT40 TDP1 no CPT: -0.5%
COc1ccc(C(=O)NCC(=O)OCC(=O)N(C)c2ccccc2)cc1
  TDP1 cell CPT: 8.4%; TDP1 block: x; DT40 TDP1 no CPT: -1.1%

Other structures follow:
SMILES	TDP1 cell CPT	TDP1 block	DT40 TDP1 no CPT
COc1ccc(NS(=O)(=O)c2c(C)[nH]c(=O)[nH]c2=O)cc1OC	-0.7%	x	-11.5%
COc1cccc2c3c(c(C)nc12)CCN3c1ccccc1	u	2.7%	14.6µM*
CC(=O)c1cccc(NC(=O)C2CCCN(S(=O)(=O)c3cccc4nonc34)C2)c1 (stereo not given)	-20.4%	-3.4%	-27.5%
Cc1ccc(S(=O)(=O)Nc2cc(=O)[nH]c(SCC(=O)Nc3ccccc3C(F)(F)F)n2)cc1	-2.0%	1.2%[0.0935 µM]	-12.2%
O=C(NC1CC1)C1CCN(C2CCN(C(=O)CC3=CCCCC3)CC2)CC1	-6.3%	-4.8%	3.3%
Cc1ccc(N2C(=O)c3ccc(C(=O)N4CCN(c5cccc(C)c5C)CC4)cc3C2=O)cc1	-14.8%	5.4%[56.1 µM]	-29.7%
COC(=O)[C@]1(Cc2ccccc2)N[C@H](CN(C)S(=O)(=O)c2ccc(C(F)(F)F)cc2)[C@@H]2C(=O)N(Cc3ccccc3)C(=O)[C@@H]21	u	1.3%	u
COc1ccc(N2CCN(C(=O)CNC(=O)c3ccc4ccccc4c3)CC2)cc1	-0.7%	0.5%	-1.3%
CCOC(=O)c1sc2cccc(F)c2c1S(=O)(=O)NCc1ccccc1Cl	-26.7%	-0.6%	-18.5%
COCCNC(=O)C1(C)Oc2ccccc2NC1=O (stereo not given)	-11.3%	2.9%	2.1%
CC(C)CCNC(=S)Nc1ccc(F)cc1	-17.3%	x	-18.1%
COc1ccc2nc(SCC(=O)NCCc3ccccc3)[nH]c2c1	3.6%	7.1%	u
NC(=O)NC(=O)CN1C(=O)NC2(CCOc3ccccc32)C1=O (stereo not given)	9.6%	-7.2%	5.7%
Cc1cccc(N2CCN(C(=O)Nc3cn(CC(C)C)c(=O)c4ccccc34)CC2)c1C	8.2µM*	6.3%	7.31µM*
CC(C)CNC(=O)C1CCCN1S(=O)(=O)c1ccc(Cl)cc1 (stereo not given)	-12.2%	7.0%	-17.9%

Next part; the last five above are carried over.
SMILES	TDP1 cell CPT	TDP1 block	DT40 TDP1 no CPT
CC(C)CCNC(=S)Nc1ccc(F)cc1	-17.3%	x	-18.1%
COc1ccc2nc(SCC(=O)NCCc3ccccc3)[nH]c2c1	3.6%	7.1%	u
NC(=O)NC(=O)CN1C(=O)NC2(CCOc3ccccc32)C1=O (stereo not given)	9.6%	-7.2%	5.7%
Cc1cccc(N2CCN(C(=O)Nc3cn(CC(C)C)c(=O)c4ccccc34)CC2)c1C	8.2µM*	6.3%	7.31µM*
CC(C)CNC(=O)C1CCCN1S(=O)(=O)c1ccc(Cl)cc1 (stereo not given)	-12.2%	7.0%	-17.9%
CNS(=O)(=O)c1cc(-c2nn3c(C)nnc3c3ccccc23)ccc1C	u	9.3%	u
Cc1ccc(C)n1-c1nnc(N2CCCC(C(=O)Nc3ccc(C(C)C)cc3)C2)s1 (stereo not given)	20.6µM*	2.5%	13µM*
CC(C)(C)c1ccc(C(=O)NCC(=O)N/N=C/c2cccnc2)cc1	-18.0%	-10.2%	-27.4%
Cc1cc(NC(=O)CSc2nnc(-c3ccoc3C)n2N)no1	15.1%	6.0%	-2.2%
CCCNC(=O)CSc1nc2nc(C)c(Cc3ccccc3Cl)c(C)n2n1	u	2.9%	u
COC(=O)c1ccc(-n2c(C)cc(C(=O)CSc3cccc[n+]3[O-])c2C)cc1	-25.2%	7.7%	u
Fc1ccccc1CSc1nnc(-c2ccccc2)o1	-8.4%	-14.2%	-6.6%
O=[N+]([O-])c1ccccc1N/N=C/c1cccc(O)c1O	u	x	u
CCOCC(=O)Nc1cc(C(=O)NCCc2ccccc2)ccc1Cl	0.1%	2.6%	-6.4%
CC(C)C(=O)Nc1cccc(COc2ccc(CN(Cc3ccccc3)C(=O)OC(C)(C)C)cc2)c1	u	x	16.4µM*
CCC(=O)OCc1cnc(C)c2oc(=O)c(C(=O)Nc3ccccc3C(F)(F)F)cc12	0.6%	-3.8%	-6.6%
Cc1ccc(NC(=O)CC2Sc3ccccc3NC2=O)c(Br)c1 (stereo not given)	u	x	u
CCOC(=O)C(CC)Sc1nc(N)c(NC(=O)c2ccc(OC)c(OC)c2)c(=O)[nH]1 (stereo not given)	10.9%	-1.0%	-1.3%
